# FBPA coupling cs – qHTS Assay for Inhibitors of Fructose-1,6-bisphosphate Aldolase from Giardia Lamblia: Coupling assay counterscreen. coupling enzyme system counterscreen, AmpLite Red fluorescence. activity change, negative = inhibition, % at 58.2 µM, hits read low. hit rate 0.67% among 290,000. AID 2472, 2010; in the data active = activity change below about -30%
#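 Activity here indicates interference with the coupling reaction, not aldolase inhibition. Compounds at 57.5 uM final met coupling enzymes for 10 min at RT; substrate and AmpLite Red detection followed, with a 525/598 nm fluorescence read after 20 min.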
# BCR signal inh – qHTS Assay to Find Inhibitors of Chronic Active B-Cell Receptor Signaling. ABC-DLBCL IkBa-CBG/CBR reporter, luminescence ratio, 4 h. Potency, µM (doses to about 46.1 µM), without a hit: at the top dose ratio change, negative = lower green/red ratio, usual class: inhibitors. hit rate 0.05% among 340,000; active = well fitted inhibition curve with a large enough effect in the signal ratio, with a control signal flat, not every such curve was filed as active; inconclusive = small, poorly fitted or top-dose-only effect, or effect the other way, or a change in a side signal; the % refers to the signal ratio;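 also: potency is read from the fitted curve at half-maximal effect; plate controls were basal doxycycline-induced cells for no effect and cells given 10 µM MG132 for full effect; MG132 reads +100%, hits lower the ratio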
#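 TMD8 ABC-DLBCL cells carrying doxycycline-inducible green luciferase fused to IkappaBalpha plus unfused red luciferase were exposed to compounds (up to 46 uM) for 4 hrs at 37C. Activity came from the overlap-corrected green/red luminescence ratio.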
# Eya2 phos inh – qHTS Assay for Inhibitors of the Phosphatase Activity of Eya2. Protein phosphatase EYA2 (Homo sapiens), O00167. recombinant Eya2, OMFP fluorescence dephosphorylation (OMFP is methylfluorescein phosphate). Potency, µM (doses to about 76.9 µM), for inactives: at the top dose activity, negative = inhibition, actives largely listed as inhibitors. hit rate 0.006% among 330,000; also: potency is read from the fitted curve at half-maximal effect
#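 Eya2 protein (added as 0.2 uM solution) was preincubated with compound for 10 min at ambient temperature in 50 mM HEPES pH 7.5, 50 mM NaCl, 5 uM MgCl2, 0.05% BSA, 1 mM DTT. OMFP (added at 50 uM) then reacted 10 min; fluorescence read at 485/525 nm.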
# KCNH2 3.1 inh – qHTS for Inhibitors of KCHN2 3.1: Mutant qHTS; activity change, % (tested at about 1.8 µM); AID 720553, 2013; hit rate 0.95% among 340,000; U2OS KCNH2 3.1, thallium flux FluxOr; hits give low values; Potassium voltage-gated channel subfamily H member 2, brain isoform KCNH2 3.1 (human);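 active = maximum activity change below -70%; inconclusive = maximum activity change from -70% to -50%; inactive = maximum activity change above -50%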;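 also: thallium influx rate constant from kinetic fluorescence after stimulation buffer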
#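 FluxOr-based Tl+ influx in U2OS cells transduced with KCNH2 3.1 virus; rate constants normalized to DMSO controls.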
# uPA generation – qHTS for Inhibitors of Cell Surface uPA Generation. cell surface uPA generation assay, qHTS. Potency, µM (highest dose often 38.3 µM), for inactives: top-dose activity change, negative = inhibition, most hits filed as inhibitors. hit rate 0.31% among 330,000. AID 540303, 2011; active = well fitted inhibition curve with a large enough effect; inconclusive = small, poorly fitted or top-dose-only effect; inactive = no such curve, though single readings can be large or run the other way; tested in mouse RAW 264.7 cells; also: potency is read from the fitted curve at half-maximal effect; nearly all actives have a fitted effect of over 55% in size
# PKM2 act – qHTS Assay for Activators of Human Muscle isoform 2 Pyruvate Kinase; hit rate 0.34% among 260,000; purified PKM2, Kinase-Glo ATP luminescence, activation; response scale: 0% is enzyme alone, no compound; Potency, µM (highest dose often 57.5 µM), for the others: at the highest dose activation, usual class: activators; AID 1631, 2009; also: potency is read from the fitted curve at half-maximal effect; nearly all actives have a fitted effect of over 55% in size
#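 hPK-M2, >95% pure; 0.1 mM ADP / 0.5 mM PEP final; imidazole pH7.2 buffer w/ 7 mM MgCl2, 50 mM KCl; 1 h RT; Kinase-Glo lum. Intermediate enzyme activity for dual inhibitor/activator qHTS.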
# GALK inhibitor – qHTS Assay for Inhibitors of Human Galactokinase (GALK). P51570. Purified GALK, Kinase-Glo residual ATP luminescence. Potency, µM (top dose mostly 57.5 µM), for inactives: top-dose activity change, negative = inhibition, hits mostly inhibitors. hit rate 0.007% among 270,000; also: potency is read from the fitted curve at half-maximal effect
# Target sequence (P51570 whole entry, looked up): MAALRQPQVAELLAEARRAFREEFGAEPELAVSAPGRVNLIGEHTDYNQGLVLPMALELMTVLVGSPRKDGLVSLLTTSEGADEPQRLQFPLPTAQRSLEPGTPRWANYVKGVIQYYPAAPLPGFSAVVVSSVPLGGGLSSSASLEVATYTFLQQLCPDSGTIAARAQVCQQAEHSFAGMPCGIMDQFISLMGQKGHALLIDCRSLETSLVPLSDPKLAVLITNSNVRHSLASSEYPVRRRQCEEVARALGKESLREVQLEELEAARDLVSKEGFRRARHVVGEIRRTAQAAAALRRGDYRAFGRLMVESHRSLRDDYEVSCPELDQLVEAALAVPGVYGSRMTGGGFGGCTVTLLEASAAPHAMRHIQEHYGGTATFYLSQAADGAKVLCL
#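 Quantitative HTS: GALK 5 nM, ATP 35 uM, galactose 100 uM, 1 h room temperature, then luciferase-based ATP detection.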
# hERG WT inh – qHTS for Inhibitors of KCHN2 3.1: Wildtype qHTS; Voltage-gated inwardly rectifying potassium channel KCNH2 (Homo sapiens), Q12809; U2OS, BacMam KCNH2, thallium flux FluxOr; hits give low values; activity change, % at 1.84 µM; hit rate 0.37% among 340,000;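 active = maximum activity change below -70%; inconclusive = maximum activity change between -70% and -50%; inactive = maximum activity change above -50%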
#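 U2OS cells were transduced with wild-type KCNH2 virus (2.03 x 10^8 / mL) for 4 h at room temperature, then cultured overnight at 37 C. Thallium flux was read with FluxOr dye. Rate constants were normalized to DMSO controls.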
# USP2a inh – qHTS Assay for Inhibitors of Ubiquitin-specific Protease USP2a Using CHOP2 as the Reporter. USP2 core, Ub-CHOP2 coupled fluorogenic reporter, 485/531. Potency, µM (doses to about 38.3 µM), for inactives: at the top dose activity change, negative = inhibition, actives largely listed as inhibitors. hit rate 0.01% among 330,000. Ubiquitin carboxyl-terminal hydrolase 2 (Homo sapiens), O75604. AID 463254, 2010;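 also: potency is read from the fitted curve at half-maximal effect; plate controls were DMSO wells for no effect and full inhibition by NEM control for full effect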
# Target sequence (O75604 whole entry, looked up): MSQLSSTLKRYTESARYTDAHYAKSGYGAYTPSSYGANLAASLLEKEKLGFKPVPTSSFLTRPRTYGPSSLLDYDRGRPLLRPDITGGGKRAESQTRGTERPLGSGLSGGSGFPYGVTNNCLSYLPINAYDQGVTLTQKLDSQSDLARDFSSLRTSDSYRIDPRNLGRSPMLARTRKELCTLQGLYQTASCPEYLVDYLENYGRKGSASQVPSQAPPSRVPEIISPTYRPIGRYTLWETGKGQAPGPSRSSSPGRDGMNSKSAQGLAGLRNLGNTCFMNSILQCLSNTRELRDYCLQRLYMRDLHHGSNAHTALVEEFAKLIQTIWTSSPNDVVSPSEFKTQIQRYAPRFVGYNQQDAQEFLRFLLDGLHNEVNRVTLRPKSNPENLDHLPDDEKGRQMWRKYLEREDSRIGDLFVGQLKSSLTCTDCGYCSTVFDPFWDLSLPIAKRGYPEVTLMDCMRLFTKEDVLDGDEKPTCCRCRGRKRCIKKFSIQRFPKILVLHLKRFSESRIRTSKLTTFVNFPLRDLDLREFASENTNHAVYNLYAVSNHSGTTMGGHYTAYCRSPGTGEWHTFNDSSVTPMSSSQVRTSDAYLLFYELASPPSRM
#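 Cell-free coupled assay: 10nM USP2 core preincubated 30min RT with compound in Tris-HCl pH 8.0/CaCl2/CHAPS buffer, then 25nM Ub-CHOP2 and 25nM reporter substrate; fluorescence (Ex 485/Em 531) read after 60min RT, normalized to NEM inhibition, concentration-response curves fitted.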
# B2AR arrestin – qHTS assay of beta-arrestin-biased ligands of beta2-adrenergic receptor. beta-arrestin recruitment to beta2AR, cell-based reporter. Potency, µM (titrated, usually from 46.1 µM), inactives show top-dose activation, most hits filed as activators. AID 492947, 2010. hit rate 0.02% among 330,000. Beta-2 adrenergic receptor (Homo sapiens), P07550;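 also: potency is read from the fitted curve at half-maximal effect; 0% = DMSO controls and full agonism = EC100 isoproterenol or metaproterenol; nearly all actives have a fitted effect of over 65% in size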
# Giardia killer – Small Molecules that selectively kill Giardia lamblia: qHTS | hit rate 0.15% among 340,000 | activity change, % at 7.66 µM, hits read low | Giardia lamblia trophozoite viability; in the data active = activity change below about -80%; inconclusive = between about -30% and that limit;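 also: parasites exposed to compound for two days anaerobically before the ATP read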
#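 Viability, read as ATP luminescence: trophozoites at 100 cells/well, compound added, 48 hrs anaerobic at 37 deg C, then 15-30 min room-temperature development before reading.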
# Starred values were filed as active, the others as inactive; ? = inconclusive; . = no result given; & = joins results of further samples; [ ] = dose if it differs, or a comment. Unless noted, calls follow the shape of the dose curve; as a rule, active = well fitted curve in the direction sought with a large enough effect; inconclusive = small, poorly fitted or top-dose-only effect, or another doubt; inactive = no such curve, though single readings can be large; an effect the other way counts as inactive or inconclusive. Unless noted, % is scaled to controls: 0 for no effect and ±100 for the full control effect.
SMILES,FBPA coupling cs,BCR signal inh,Eya2 phos inh,KCNH2 3.1 inh,uPA generation,PKM2 act,GALK inhibitor,hERG WT inh,USP2a inh,B2AR arrestin,Giardia killer
CN(C(=O)C1CCN(c2ncnc3c2nc2n3CCCCC2)CC1)C1CCCCC1,-1,0%,3%,-8,2%,-3%[0.46 µM],11%,5,-3%,0.0%,-2
O=C(COC(=O)c1ccco1)Nc1ccc(Cl)cn1,.,3%,-8%,?,-1%,.,.,1,2%,0.4%,11
COc1cccc(NC(=S)NNC(=O)c2ccccc2OC(F)F)c1,0,?,4%,-45,.,-2%,0%,27,-3%,0.5%,10
CCN(CC)C(=O)CSc1nc2cc3c(cc2c(=O)n1CCCC(=O)NCc1ccc(OC)cc1)OCO3,5,-9%&12%,4%,-4,6%,2%,0%,-17,-1%,-0.1%,-5
CCCc1cc(=O)[nH]c(SCc2ccccc2)n1,-2,?,3%,-3,2%,-4%,-2%,-3,3%,-1.0%,-5
Cc1ccc(CN2CCN(Cc3cccc(C)n3)CC2CCO)cc1 (stereo not given),2,1%,-4%,20,2%,4%,1%,1,3%,0.3%,4
O=C(Nc1cc(S(=O)(=O)N2CCCCC2)ccc1O)c1ccccc1NS(=O)(=O)c1ccc(F)cc1,5,?,-18%,19&-12,1%&-3%,6%,-2%,2&8,-2%,-0.1%,-13&-10
COc1ccc(Cc2n[nH]c(=O)c3ccccc23)cc1OC,1,?,11%,11,-3%,-7%,-1%,-1,2%,0.0%,17
CCN(C1CCS(=O)(=O)C1)S(=O)(=O)c1ccc(Cl)s1 (stereo not given),.,-1%,15%,-3,-1%,.,.,1,-1%,-0.4%,4
COc1n[nH]c(C(=O)Nc2cc(Cl)ccc2Cl)c1[N+](=O)[O-],6,?,12%,0,0%,-5%,4%,40,3%,0.0%,-5
O=C(Nc1ccc(CN2CCOCC2)cc1)c1ccc(-c2ccc(Br)cc2)o1,0,?,4%,-103*,-23%,0%,-2%,12,0%,-0.9%,3
O=C(Nc1c(-c2cccs2)nc2ccccn12)c1ccc2ccccc2c1,4,-17%,-9%,.,.,14%,4%,.,-6%,0.3%,.
CNCc1ccccc1Sc1cccc2ccccc12,-1,?,-4%,19,5%,-2%,0%,3,2%,0.3%,-9
COc1ccccc1NC(=O)C(=O)NCc1ccncc1,0,?,1%,-2,2%,-1%,-3%,-6,4%,-1.0%,9
COc1ccc(C2(c3ccc(OC)cc3)NC(=O)N(CC(=O)Nc3cc(C)ccc3OC)C2=O)cc1,.,-2%,0%,-9,2%,0%,-5%,8,0%,10%,-11
O=C(COC(=O)CCc1ccc(S(=O)(=O)N2CCCCC2)cc1)Nc1cccc2ccccc12,4,-2%,1%,-11,4%,1%,-2%,0,4%,-1.1%,-16
O=C(COC(=O)c1nc(Cl)ccc1Cl)NC1CCCCC1,.,-10%,0%,-1,10%,.,.,-5,1%,-0.8%,-4
CCOc1ccc(/C=C2\SC(=S)N(CCCC(=O)NCCCN3CCOCC3)C2=O)cc1,4,?,5%,-4,-12%,-5%,-7%,2,0%,-0.9%,-14
O=C(N/N=C\c1cccnc1)C1c2ccccc2Oc2ccccc21,-5,-1%,-13%,-8,4%,-3%,0%,-6,0%,0.2%,18
CCOC(=O)c1c(C)oc2c1cc(O)c1ccccc12,-14,?,4%,6,-6%,1%,-5%,-29,0%,-0.4%,-8
Cc1ccc2nc(NC(=O)CN3C(=O)NC4(CCCC4)C3=O)sc2c1,.,?,18%,-2,-26%,.,.,-4,2%,-0.7%,5
Cc1nc(N2CCOCC2)[nH]c(=O)c1C,0,-10%,-12%,9,0%,8%,8%,-2,-1%,-0.3%,-20
CCC(C)NC(=O)C(=O)NCc1ccncc1 (stereo not given),5,1%,-20%,12,-7%,-15%,3%,-16,1%,0.3%,-26
COc1ccc(C(=O)COC(=O)c2cnc(C)cn2)c(OC)c1,.,0%,2%,10,-2%,.,.,4,3%,-0.1%,7
Oc1ccc(/C=N/Nc2cc(N3CCOCC3)nc(N3CCOCC3)n2)cc1O,-11,?,8%,-10,-1%,18%,-7%,7,1%,-0.1%,7
CC(C)N1CCN(Cc2nc3ccccc3s2)CC1CCO (stereo not given),-2,-1%,3%,6,-4%,-1%,-1%,9,2%,0.1%,17
CN(C)CCNC(=O)C1CC(=O)N(c2ccc(F)c(Cl)c2)C1 (stereo not given),0,?,-9%,-8,.,-1%,3%,-2,2%,-1.6%,-3
Cc1ccc2nc(Nc3nc(-c4ccccc4)cc(=O)[nH]3)nc(C)c2c1,0,?,9%,2,-3%,-4%,-3%,-1,6%,5.1%,1
O=C1C=C(c2cc3ccccc3s2)C[C@@H](c2ccc3c(c2)OCO3)C1,.,1%,0%,.,18%,.,.,.,1%,-0.5%,-1
CN(CC(=O)Nc1ccc(Cl)c(C(F)(F)F)c1)C(=O)c1ccc2c(c1)NC(=O)CS2,.,1%,-13%,-6,15%,.,.,2,0%,-0.1%,-8
COc1ccccc1C(=O)NC(=O)COC(=O)/C(=C/c1ccccc1)NC(C)=O,.,2%,11%,.,0%,-2%,6%,11,3%,0.0%,-10
CC1CN(c2ncnc3c2c(-c2ccccc2)cn3-c2ccc(F)cc2)CC(C)O1 (stereo not given),-1,18%,-14%,-22,5%,1%,9%,-7,-1%,-0.2%,-5
O=C(Nc1ccc(F)cc1F)c1ccc(-n2cccn2)c([N+](=O)[O-])c1,-9,-1%,-20%,6,0%,1%,1%,11,7%,-0.3%,-28
CC(C)(C)CC(=O)Nc1nnc(C(F)(F)F)s1,-1,17%,-8%,4,0%,-1%,-1%,-7,2%,-0.1%,-3
O=C(O)CC(NCc1ccco1)C(=O)Nc1cccc(O)c1 (stereo not given),1,8%,-12%,12,3%,-7%,6%,-6,5%,0.2%,-6
COc1cc(C2Nc3ccccc3C(=O)N2NS(C)(=O)=O)ccc1O (stereo not given),-24,1%,-6%,-16,-2%,2%,1%,0,3%,-0.5%,-23

# The last two compounds of the section above lead into the next:
SMILES,FBPA coupling cs,BCR signal inh,Eya2 phos inh,KCNH2 3.1 inh,uPA generation,PKM2 act,GALK inhibitor,hERG WT inh,USP2a inh,B2AR arrestin,Giardia killer
O=C(O)CC(NCc1ccco1)C(=O)Nc1cccc(O)c1 (stereo not given),1,8%,-12%,12,3%,-7%,6%,-6,5%,0.2%,-6
COc1cc(C2Nc3ccccc3C(=O)N2NS(C)(=O)=O)ccc1O (stereo not given),-24,1%,-6%,-16,-2%,2%,1%,0,3%,-0.5%,-23
O=C(OCCCc1ccncc1)c1ccc(S(=O)(=O)N2CCOCC2)cc1,-2,?,1%,2,2%,2%,3%,4,3%,0.5%,-14
O=C(CSC(=S)N1CCOCC1)Nc1nc(=O)c2ccccc2s1,4,?,-8%,.,.,-3%,-4%,.,0%,2.8%,.
COc1ccc(-n2nnnc2-c2cnc3cc4c(cc3c2C)OCO4)cc1,0,0%,?,10,2%,?,-4%,0,1%,-0.3%,-12
COc1ccccc1C(=O)NC(=O)COC(=O)c1ccc(C)o1,.,2%,11%,24,7%,.,.,-5,2%,0.1%,9
CCCOC(=O)CSc1nc(N)c(C#N)c(CC)c1C#N,6,9%,2%,-8,-1%,0%,1%,-10,0%,-0.2%,-9
CCOC(=O)C1=C(N)OC2=C(C(=O)CCC2)C1c1cccs1 (stereo not given),-40*,-4%,2%,-2,2%,?,6%,0,0%,-0.1%,20
Cc1ccc(NNC(=O)c2ccno2)cc1Cl,-14,16%,11%,-17,?,-21%,.,-3,3%,-0.7%,13
CC(C)CCNC(=O)Cc1ccccc1[N+](=O)[O-],0,9%,15%,14,-1%,-3%,0%,5,-1%,0.0%,9
O=C(OCc1cc([N+](=O)[O-])cc2c1OCOC2)c1cccnc1SC(F)F,.,-2%,14%,3,3%,.,.,-2,2%,-0.5%,12
O=C(NCc1ccco1)c1c(F)cccc1Cl,9,?,-3%,1,2%,1%,2%,24,1%,-0.7%,-8
COc1ccc(Sc2cnn(-c3ccccc3)c(=O)c2Cl)cc1,4,-8%,7%,-7,-6%,3%,-3%,-3,-1%,-1.0%,-2

# Screens (PubChem)
